High-throughput results: PubChem BioAssay, The Scripps Research Institute Molecular Screening Center
CHO-K1 Ca ag: counter-screen for M1 agonists: effect in parental CHO-K1 cells; Fluo-8 calcium fluorescence; scaled to maximal ATP response, vehicle zero; hit rate 0.48% among 360,000; activation, % at 3 µM; AID 602248, 2012; in the data active = activation above about 15%;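 also: untransfected CHO-K1 host cells lacking M1 receptor as counterscreen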
TAAR1 antagonist: human TAAR1 antagonists, primary screen, Fluo-8 calcium fluorescence, CHO RD-HGA16 cells; hit rate 1.5% among 360,000; antagonist; inhibition, % at 3 µM; AID 624466, 2012;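 active = inhibition above a per-plate cutoff, the mean inhibition of test compounds on that plate plus 3 SD, cut at about 49% in these data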;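 also: 0% = DMSO plus EC80 beta-PEA response and 100% = DMSO alone without agonist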
Target sequence (Q96RJ0 whole entry, looked up): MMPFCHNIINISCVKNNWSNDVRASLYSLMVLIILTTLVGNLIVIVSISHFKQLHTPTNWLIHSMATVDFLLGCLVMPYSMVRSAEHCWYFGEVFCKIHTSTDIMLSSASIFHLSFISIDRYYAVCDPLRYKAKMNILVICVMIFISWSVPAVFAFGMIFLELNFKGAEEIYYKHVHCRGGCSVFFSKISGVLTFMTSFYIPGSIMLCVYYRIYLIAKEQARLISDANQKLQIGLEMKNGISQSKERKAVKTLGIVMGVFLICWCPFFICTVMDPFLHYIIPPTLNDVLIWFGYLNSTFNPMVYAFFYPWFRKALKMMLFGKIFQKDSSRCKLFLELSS
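Test system: hTAAR1-expressing CHO RD-HGA16 cells, Gα16-coupled; Probe or stimulus: EC80 β-phenethylamine stimulus; Compound dosing: single nominal final test compound concentration of 3 µM; Timing: 140 s kinetic read after compound, 140 s after agonist; Signal: Fluo-8 calcium-sensitive fluorescence; Measure: % inhibition of agonist calcium response; Controls: DMSO and EC80 PEA controls.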
TAAR1 agonist: human TAAR1 agonists, primary screen, Fluo-8 calcium fluorescence, CHO RD-HGA16 cells. Trace amine-associated receptor 1 (Homo sapiens), Q96RJ0. vehicle wells 0%, saturating PEA agonist 100%. activation, % at 3 µM. hit rate 0.99% among 360,000. AID 624467, 2012;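 active = activation above the mean activation of all test compounds in the run plus 3 SD, cut at about 38% in these data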
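System: CHO-derived RD-HGA16 cells with stable Gα16 and human TAAR1. Times: 17-24 h plating, Fluo-8 75 min 37 °C, 30 min RT. Measured by: calcium-sensitive Fluo-8 signal, excitation 470-495, emission 515-575 nm. Read-out basis: % activation relative to PEA EC100 response. Control set: DMSO and PEA EC100. Repeats: no replicates (n 1).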
CHO-K1 Ca antag: M1 antagonist counterscreen hit in parental CHO-K1 cells; ATP-induced calcium, Fluo-8 fluorescence; inhibition, % at 3 µM; hit rate 0.6% among 360,000;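 active = inhibition above a per-plate cutoff, the plate's mean sample inhibition plus 3 SD, cut at about 24% in these data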;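 also: 0% = DMSO plus EC80 ATP and 100% = DMSO alone without ATP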
CHRM1 agonist: human M1 muscarinic receptor agonists, primary screen, Fluo-8 calcium fluorescence, CHO-K1 cells, HTS; Muscarinic acetylcholine receptor M1 (Homo sapiens), P11229; CHO-K1 hM1, agonist mode; 0% DMSO, 100% acetylcholine EC100; activation, % at 3 µM; hit rate 0.33% among 360,000; AID 588814, 2011;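 active = activation above the run's mean compound activation plus 3 SD, cut at about 16% in these data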;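 also: peak over basal fluorescence ratio within a 140 s kinetic read after compound addition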
CHO-K1 Ca PAM: nonselective calcium activators in parental CHO-K1 cells, primary screen, counter-screen for M1 PAM project, cell-based, Fluo-8 calcium fluorescence, full deck, 1536-well | ATP EC20; 0% at ATP EC20, 100% at ATP max | activation, % at 3 µM | hit rate 0.02% among 360,000;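 active = activation above the run cutoff, the mean activation of all test compounds plus 3 SD, cut at about 40% in these data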;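 also: peak over basal fluorescence ratio in a 140 s read after ATP addition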
OXTR potentiate: human OXTR potentiators, primary screen, fluorescence, CHO-OTR cells, Fluo-8 calcium | activation, % at 3 µM | AID 2445, 2010 | Fluo-8 calcium fluorescence, potentiator mode; 0% = oxytocin EC15, 100% = EC100 | Oxytocin receptor (Homo sapiens), P30559 | hit rate 0.061% among 320,000;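 active = activation above that plate's cutoff, the mean activation of tested compounds plus 3 SD, cut at about 6.6% in these data, passing the limit was not always enough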;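 also: 100% uses oxytocin at 75 nM as the full agonist control; some results filed as inactive read as strong as hits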
Target sequence (P30559 whole entry, looked up): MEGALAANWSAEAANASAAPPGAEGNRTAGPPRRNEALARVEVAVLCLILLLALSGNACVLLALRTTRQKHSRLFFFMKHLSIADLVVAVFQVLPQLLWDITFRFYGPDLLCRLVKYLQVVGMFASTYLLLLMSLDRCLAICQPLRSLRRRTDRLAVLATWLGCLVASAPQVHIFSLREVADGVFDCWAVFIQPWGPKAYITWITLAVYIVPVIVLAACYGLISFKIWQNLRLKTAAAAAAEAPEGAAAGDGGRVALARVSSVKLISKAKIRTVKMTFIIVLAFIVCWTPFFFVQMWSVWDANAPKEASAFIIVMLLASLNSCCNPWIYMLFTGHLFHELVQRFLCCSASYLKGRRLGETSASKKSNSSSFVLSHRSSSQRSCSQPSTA
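Assay system: CHO-OTR cells, human receptor / Also added: oxytocin at about EC15, sub-maximal agonist stimulus / Dosing: single dose, 3.0 µM nominal final compound concentration / Incubation: 6 min pre-incubation, 100 s read / Technique: Fluo-8 calcium dye fluorescence / Read-out: % activation vs EC15 and EC100 oxytocin / Benchmarks: EC15 oxytocin low, 75 nM oxytocin high / Replicates: singlicate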
V1R ag counter: agonists of human V1a receptor, primary screen, counter-screen for OXTR agonist project, fluorescence, CHO-V1R cells; Vasopressin V1a receptor (Homo sapiens), P37288; Fluo-8 calcium fluorescence, agonist mode; 0% DMSO, 100% 3 nM vasopressin; activation, % at 3 µM; hit rate 0.25% among 320,000; AID 2797, 2010;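 active = activation above the mean activation of all tested compounds plus 3 SD, per screening run, cut at about 20% in these data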;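 also: signal is peak over basal fluorescence ratio across a 100 second FLIPR read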
CHO parental Ca: ATP-evoked calcium signal inhibitors, parental CHO, primary screen, counter-screen for OX1R antagonist project, cell-based, fluorescence, Fluo-8 calcium dye. parental CHO-K1, ATP-induced calcium, Fluo-8 fluorescence. inhibition, % at 5.6 µM. hit rate 0.63% among 330,000. AID 463079, 2010;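 active = inhibition above that plate's mean sample inhibition plus 3 SD, cut at about 26% in these data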;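 also: 0% = ATP-challenged DMSO wells and 100% = DMSO wells without ATP; some compounds past the cut are filed as inactive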
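Test system: untransfected parental CHO cell line; also added: ATP stimulus; dosing: 5.6 µM, single dose; signal: calcium-sensitive Fluo-8 fluorescence; measure: percent inhibition of ATP-evoked calcium rise, normalized to controls; benchmarks: low control ATP plus DMSO, high control DMSO only; replication: one well per compound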
* hit, by the source's call.

`CCOc1ccc(OCC)c(NC(=O)C2CCN(S(=O)(=O)c3c(C)noc3C)CC2)c1` gave CHO-K1 Ca ag -0.2, TAAR1 antagonist 10, TAAR1 agonist -2, CHO-K1 Ca antag 7, CHRM1 agonist -5, CHO-K1 Ca PAM 7, OXTR potentiate -4, V1R ag counter -0.9 and CHO parental Ca -13.
CC(C)CC(N)c1csc(Nc2ccc(S(C)(=O)=O)cc2)n1 (configuration not stated) was read as CHO-K1 Ca ag 0.8, TAAR1 antagonist -16, TAAR1 agonist 3, CHO-K1 Ca antag -5, CHRM1 agonist -3 and CHO-K1 Ca PAM 15.
For C[C@H](NC(=O)c1ccco1)C(=O)N1CCCC1 the results were CHO-K1 Ca ag 1.5, TAAR1 antagonist -2, TAAR1 agonist 2, CHO-K1 Ca antag 0, CHRM1 agonist 0, CHO-K1 Ca PAM -2, OXTR potentiate -9, V1R ag counter -0.3 and CHO parental Ca -9.
Screening Cc1nc2c(oc3ccccc32)c(=O)o1 returned CHO-K1 Ca ag 0.1, TAAR1 antagonist -5, TAAR1 agonist 21, CHO-K1 Ca antag 14, CHRM1 agonist -4, CHO-K1 Ca PAM 15, OXTR potentiate -1, V1R ag counter -0.4 and CHO parental Ca -4.
CC(C)(C)c1ccccc1NC(=O)N1CCNC(=O)C1CC(=O)Nc1ccc(F)cc1 (configuration not stated) was read as CHO-K1 Ca ag -0.2, TAAR1 antagonist -11, TAAR1 agonist 3, CHO-K1 Ca antag -11, CHRM1 agonist -3, CHO-K1 Ca PAM 11, OXTR potentiate -2, V1R ag counter 1.0 and CHO parental Ca -5.
Screening CC1CCCC(NC(=O)CSc2cccc[n+]2[O-])C1C (configuration not stated) returned CHO-K1 Ca ag 0.8, TAAR1 antagonist -4, TAAR1 agonist 2, CHO-K1 Ca antag -9, CHRM1 agonist -4, CHO-K1 Ca PAM 3, OXTR potentiate -5, V1R ag counter 1.0 and CHO parental Ca -7.
`Cc1ccc(NC(=O)COc2ncnc3ccccc23)cc1S(=O)(=O)N1CCOCC1` gave CHO-K1 Ca ag 9.2, TAAR1 antagonist 1, TAAR1 agonist 5, CHO-K1 Ca antag -7, CHRM1 agonist -6, CHO-K1 Ca PAM 21, OXTR potentiate -2, V1R ag counter 1.5 and CHO parental Ca -3.
Screening O=C1c2ccccc2C(=O)N1CCCn1c2ccc(Cl)cc2c2nc3ccccc3nc21 returned CHO-K1 Ca ag -0.1, TAAR1 antagonist -16, TAAR1 agonist 2, CHO-K1 Ca antag 4, CHRM1 agonist -2 and CHO-K1 Ca PAM -18.
Screening CCOc1ccc(S(=O)(=O)Nc2ccc3c(c2)OCO3)cc1 returned CHO-K1 Ca ag 8.0, TAAR1 antagonist 3, TAAR1 agonist -1, CHO-K1 Ca antag -14, CHRM1 agonist -3, CHO-K1 Ca PAM 14, OXTR potentiate -9, V1R ag counter 3.6 and CHO parental Ca 2.
CC(/C=C/c1ccc(O)cc1)=NNc1ccccc1 was read as CHO-K1 Ca ag 0.0, TAAR1 antagonist -21, TAAR1 agonist 1, CHO-K1 Ca antag -12, CHRM1 agonist 1 and CHO-K1 Ca PAM 5.
`Brc1ccccc1-c1nnc(CSc2nnc3sc4ccccc4n23)o1` gave CHO-K1 Ca ag 1.1, TAAR1 antagonist 4, TAAR1 agonist 2, CHO-K1 Ca antag -4, CHRM1 agonist -3, CHO-K1 Ca PAM -1, OXTR potentiate 3, V1R ag counter -0.6 and CHO parental Ca -26.
For O=C(NCC(c1ccco1)N1CCN(c2ccccc2F)CC1)c1ccc2c(c1)OCO2 (configuration not stated) the results were CHO-K1 Ca ag -0.4, TAAR1 antagonist 4, TAAR1 agonist -1, CHO-K1 Ca antag -4, CHRM1 agonist -4, CHO-K1 Ca PAM 7, OXTR potentiate 2, V1R ag counter -0.7 and CHO parental Ca -11.
For CC(C)C[C@H]1CNC(=S)N1C[C@H]1CCCN1C[C@H](Cc1ccccc1)N1C[C@H](Cc2ccc(O)cc2)N(CCc2ccccc2)C1=S the results were CHO-K1 Ca ag 0.2, TAAR1 antagonist -13, TAAR1 agonist 1, CHO-K1 Ca antag 6, CHRM1 agonist -3 and CHO-K1 Ca PAM 14.
`CN(C)S(=O)(=O)c1ccc(NC(=S)NC(=O)c2cccs2)cc1` gave CHO-K1 Ca ag 0.3, TAAR1 antagonist -2, TAAR1 agonist 9, CHO-K1 Ca antag 6, CHRM1 agonist -12, CHO-K1 Ca PAM -13, OXTR potentiate -6, V1R ag counter 1.7 and CHO parental Ca -14.
For O=C(COc1ccc(Cl)cc1)NCCNC(=O)c1cnccn1 the results were CHO-K1 Ca ag 0.4, TAAR1 antagonist -16, TAAR1 agonist 1, CHO-K1 Ca antag -4, CHRM1 agonist 2, CHO-K1 Ca PAM 9, OXTR potentiate -2, V1R ag counter 0.7 and CHO parental Ca -2.
`CCOc1ccc(OCCCCN2CCCC2)cc1` gave CHO-K1 Ca ag 0.5, TAAR1 antagonist 3, TAAR1 agonist 15, CHO-K1 Ca antag -2, CHRM1 agonist -6, CHO-K1 Ca PAM 12, OXTR potentiate -6, V1R ag counter 1.1 and CHO parental Ca 2.
Screening Cc1csc(NC(=O)CSc2nncc(=O)n2N)n1 returned CHO-K1 Ca ag 0.3, TAAR1 antagonist -18, TAAR1 agonist 1, CHO-K1 Ca antag -7, CHRM1 agonist -4, CHO-K1 Ca PAM 9, OXTR potentiate -2, V1R ag counter 1.1 and CHO parental Ca -9.
`CCN(c1ccccc1)S(=O)(=O)c1ccc(Cl)c(C(=O)NC2CCN(Cc3ccccc3)CC2)c1` gave CHO-K1 Ca ag 5.0, TAAR1 antagonist -39, TAAR1 agonist 1, CHO-K1 Ca antag -3, CHRM1 agonist -6 and CHO-K1 Ca PAM 9.
`CSc1ccccc1NC(=O)C(C)N(C)CC(=O)N1CCN(Cc2ccccc2)CC1` (configuration not stated) gave CHO-K1 Ca ag 0.8, TAAR1 antagonist -17, TAAR1 agonist 9, CHO-K1 Ca antag -10, CHRM1 agonist -5 and CHO-K1 Ca PAM 10.
`COc1ccc(S(=O)(=O)N2CCC(C(=O)N[C@@H](C)C(=O)NCc3ccccc3OC)CC2)cc1` gave CHO-K1 Ca ag 1.1, TAAR1 antagonist -12, TAAR1 agonist 3, CHO-K1 Ca antag -15, CHRM1 agonist -6, CHO-K1 Ca PAM 14, OXTR potentiate -5, V1R ag counter 2.0 and CHO parental Ca -27.
`CC1CC(Nc2ccccc2)=CC(=O)O1` (configuration not stated) gave CHO-K1 Ca ag 0.4, TAAR1 antagonist 16, TAAR1 agonist 3, CHO-K1 Ca antag -11, CHRM1 agonist -3, CHO-K1 Ca PAM 17, OXTR potentiate -7, V1R ag counter 0.5 and CHO parental Ca -10.
For O=C1CCCc2nc3c(cc21)C(O)Oc1ccccc1-3 (configuration not stated) the results were CHO-K1 Ca ag 0.6, TAAR1 antagonist -5, TAAR1 agonist 2, CHO-K1 Ca antag -8, CHRM1 agonist -3, CHO-K1 Ca PAM -6, OXTR potentiate -17, V1R ag counter -1.1 and CHO parental Ca -3.
For CCCN(CC(=O)Nc1ccccc1C)C(=O)c1ccc(S(=O)(=O)N2CCCCC2)cc1 the results were CHO-K1 Ca ag 1.8, TAAR1 antagonist -28, TAAR1 agonist 0, CHO-K1 Ca antag -11, CHRM1 agonist -5, CHO-K1 Ca PAM 8, OXTR potentiate -5, V1R ag counter -0.4 and CHO parental Ca -14.
Screening O=C(CN1C(=O)CC(c2ccccc2)S(=O)(=O)c2ccccc21)N1CCCC1 (configuration not stated) returned CHO-K1 Ca ag 0.3, TAAR1 antagonist 9, TAAR1 agonist 3, CHO-K1 Ca antag -9, CHRM1 agonist -4, CHO-K1 Ca PAM 2, OXTR potentiate -10, V1R ag counter 0.4 and CHO parental Ca 7.
`CCOc1cc(S(=O)(=O)Nc2ccc(Cl)cn2)ccc1Cl` gave CHO-K1 Ca ag 2.9, TAAR1 antagonist 7, TAAR1 agonist 6, CHO-K1 Ca antag -1, CHRM1 agonist 0, CHO-K1 Ca PAM 15, OXTR potentiate -13, V1R ag counter 2.0 and CHO parental Ca -14.
Screening C=CCNc1oc(-c2cccs2)nc1C#N returned CHO-K1 Ca ag 0.6, TAAR1 antagonist 6, TAAR1 agonist 2, CHO-K1 Ca antag -5, CHRM1 agonist -5, CHO-K1 Ca PAM 16, OXTR potentiate -1, V1R ag counter -0.9 and CHO parental Ca -9.
Cn1ccnc1C(=O)c1ccc(N)cc1 was read as CHO-K1 Ca ag 1.4, TAAR1 antagonist -17, TAAR1 agonist 2, CHO-K1 Ca antag -8, CHRM1 agonist -2, CHO-K1 Ca PAM 10, OXTR potentiate -9, V1R ag counter -0.3 and CHO parental Ca 3.
Screening COCC(=O)c1[nH]c2ccccc2c1C returned CHO-K1 Ca ag 0.9, TAAR1 antagonist 4, TAAR1 agonist 1, CHO-K1 Ca antag 15, CHRM1 agonist 0, CHO-K1 Ca PAM -1, OXTR potentiate -6, V1R ag counter 6.2 and CHO parental Ca 6.
For Cc1ccc(-n2c(-c3ccccc3)c[n+]3c2CCC3)cc1 the results were CHO-K1 Ca ag 0.4, TAAR1 antagonist -4, TAAR1 agonist 6, CHO-K1 Ca antag -8, CHRM1 agonist -5, CHO-K1 Ca PAM 0, OXTR potentiate -1, V1R ag counter 0.2 and CHO parental Ca -9.
Screening COC(=O)C1CCN(C(=O)c2ccc3nc(-c4cccc(OC)c4)oc3c2)CC1 returned CHO-K1 Ca ag 1.6, TAAR1 antagonist -19, TAAR1 agonist 5, CHO-K1 Ca antag 5, CHRM1 agonist -4, CHO-K1 Ca PAM -14, OXTR potentiate -11, V1R ag counter -0.8 and CHO parental Ca -7.
